USP2a block: blocks human ubiquitin-specific protease USP2a; actives 0.01% (n = 330,000); AID 463254; USP2 core, Ub-CHOP2 coupled fluorogenic reporter, 485/531; O75604; Potency, µM (top dose mostly 38.3 µM), for the others: at the highest dose activity change, negative = inhibition, most hits filed as inhibitors;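 note: potency is the fitted concentration of half-maximal effect; plate controls were DMSO wells for no effect and full inhibition by NEM control for full effect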
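Deubiquitinase activity read as fluorescence (485/531 nm) after Ub-CHOP2 cleavage activates the enterokinase reporter on its substrate; USP2 core 10nM, Ub-CHOP2 and substrate 25nM each, 30min compound preincubation then 60min RT; data normalized to NEM, curves fitted.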
Mito fusion act: blocks mitochondrial division or promotes mitochondrial fusion | S. cerevisiae fusion-defective mutant growth rescue, CellTiterGlo 48 h | Potency, µM (top dose mostly 46.1 µM), for the others: top-dose growth rescue (activation), hits mostly activators | actives 0.23% (n = 320,000) | AID 485298;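 note: potency is the fitted concentration of half-maximal effect; % of control where 0% means no effect; nearly all actives have a fitted effect of over 45% in size; temperature-sensitive fusion mutants such as fzo1-1 at 37 °C on non-fermentable ethanol glycerol medium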
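Yeast fusion mutant, YPEG (non-fermentable carbon), compound, 48 h at 37C non-permissive; CellTiterGlo added, 10 min RT, luminescence read. Rescued growth = division inhibition.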
TRPV1 agonist: agonists of human vanilloid receptor 1 (TRPV1); Q8NER1; actives 0.19% (n = 320,000); AID 540275; activation, % at 8.33 µM; TRPV1-expressing cells, Fluo-8 calcium influx, agonist mode; in the data active = activation above about 80%; inconclusive = between about 30% and that limit; note: 0% is about no effect
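Cells expressing TRPV1 were dye-loaded with Fluo-8 and read kinetically: 10 s baseline, 3 min after compound (agonist portion), then 2 min after EC20 capsaicin (allosteric enhancer portion). Calcium-bound dye fluorescence at 480/520 nm.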
KCNH2 WT inh: inhibitors of human wildtype KCNH2 potassium channel; actives 0.37% (n = 340,000); activity change, % at 1.84 µM; Q12809; AID 720551; U2OS, BacMam KCNH2, thallium flux FluxOr; stronger effect = lower value;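 active = maximum activity change below -70%; inconclusive = maximum activity change between -70% and -50%; inactive = maximum activity change above -50%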; note: % is set by controls: 0 for no effect and ±100 for the full control effect
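U2OS cells were transduced with wild-type KCNH2 virus (2.03 x 10^8 / mL) for 4 h at room temperature, then cultured overnight at 37 C. Thallium flux was read with FluxOr dye. Rate constants were normalized to DMSO controls.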
Eya2 phos inh: blocks the phosphatase activity of human Eya2 | Potency, µM (titrated, usually from 76.9 µM), inactives show at the top dose activity, negative = inhibition, most hits filed as inhibitors | AID 488837 | actives 0.006% (n = 330,000) | recombinant Eya2, OMFP fluorescence dephosphorylation (OMFP is methylfluorescein phosphate) | O00167; note: potency is the fitted concentration of half-maximal effect; % is set by controls: 0 for no effect and ±100 for the full control effect
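Eya2 protein (added as 0.2 uM solution) was preincubated with compound for 10 min at ambient temperature in 50 mM HEPES pH 7.5, 50 mM NaCl, 5 uM MgCl2, 0.05% BSA, 1 mM DTT. OMFP (added at 50 uM) then reacted 10 min; fluorescence read at 485/525 nm.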
KCNH2 3.1 inh: KCNH2 3.1 (human) potassium channel inhibition. AID 720553. activity change, % (tested at about 1.8 µM). U2OS KCNH2 3.1, thallium flux FluxOr; stronger effect = lower value. actives 0.95% (n = 340,000);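 active = maximum activity change below -70%; inconclusive = maximum activity change from -70% to -50%; inactive = maximum activity change above -50%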;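 note: thallium influx rate constant from kinetic fluorescence after stimulation buffer; % is set by controls: 0 for no effect and ±100 for the full control effect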
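We transduce U2OS cells with the mutant 3.1 virus, culture them overnight, load FluxOr with Red40 quencher for 45 min, then add stimulation buffer and read kinetically for 2 min to derive a normalized rate constant.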
AT treatment: candidate therapy for ataxia-telangiectasia; AID 485349; actives 0.19% (n = 320,000); […] A-T fibroblasts, KAP-1 phosphorylation AlphaLISA; neocarzinostatin DNA damage 30 min before lysis; Potency, µM (top dose mostly 57.5 µM), inactives show at the highest dose activation, most hits filed as activators; note: potency is the fitted concentration of half-maximal effect; % of control where 0% means no effect; nearly all actives have a fitted effect of over 45% in size
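hTERT-immortalized A-T patient fibroblasts ([…]), 500 cells/well in OPTI-MEM, 1% FBS, got compounds for 60 min, then NCS for 30 min at 37C. Lysates were then assayed for phospho-KAP-1 by AlphaLISA (anti-pKAP1 donor, anti-KAP1 acceptor beads), 6 hr at 25C.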
TCR act: T cell receptor activation | primary human leukocytes, anti-CD3, IL-2 HTRF, 48 h | 330,000 tested, under 10 active | Potency, µM (top dose mostly 9.22 µM), for the others: at the highest dose activation of IL-2 secretion, hits mostly activators | AID 504894; note: % of control where 0% means no effect
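Primary human leukocytes were stimulated with a-CD3 beads plus compounds for 48 hr without co-stimulation; secreted IL-2 was quantified by HTRF using a-IL-2-K (europium cryptate) and a-IL-2-d2, excited at 320nm with acceptor emission read at 665nm.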
TSHR antag: antagonists of human thyroid stimulating hormone receptor | P16473 | activity change, negative = inhibition, % at 11.5 µM | actives 0.2% (n = 330,000) | TSHR-expressing cells, TSH-stimulated cAMP HTRF, 2 h; stronger effect = lower value;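 active = activity change below a set negative limit, meaning inhibition stronger than a set level, cut at about -70% in these data; inconclusive = activity change between two set negative limits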; note: % is set by controls: 0 for no effect and ±100 for the full control effect
Target sequence (P16473 whole entry, looked up): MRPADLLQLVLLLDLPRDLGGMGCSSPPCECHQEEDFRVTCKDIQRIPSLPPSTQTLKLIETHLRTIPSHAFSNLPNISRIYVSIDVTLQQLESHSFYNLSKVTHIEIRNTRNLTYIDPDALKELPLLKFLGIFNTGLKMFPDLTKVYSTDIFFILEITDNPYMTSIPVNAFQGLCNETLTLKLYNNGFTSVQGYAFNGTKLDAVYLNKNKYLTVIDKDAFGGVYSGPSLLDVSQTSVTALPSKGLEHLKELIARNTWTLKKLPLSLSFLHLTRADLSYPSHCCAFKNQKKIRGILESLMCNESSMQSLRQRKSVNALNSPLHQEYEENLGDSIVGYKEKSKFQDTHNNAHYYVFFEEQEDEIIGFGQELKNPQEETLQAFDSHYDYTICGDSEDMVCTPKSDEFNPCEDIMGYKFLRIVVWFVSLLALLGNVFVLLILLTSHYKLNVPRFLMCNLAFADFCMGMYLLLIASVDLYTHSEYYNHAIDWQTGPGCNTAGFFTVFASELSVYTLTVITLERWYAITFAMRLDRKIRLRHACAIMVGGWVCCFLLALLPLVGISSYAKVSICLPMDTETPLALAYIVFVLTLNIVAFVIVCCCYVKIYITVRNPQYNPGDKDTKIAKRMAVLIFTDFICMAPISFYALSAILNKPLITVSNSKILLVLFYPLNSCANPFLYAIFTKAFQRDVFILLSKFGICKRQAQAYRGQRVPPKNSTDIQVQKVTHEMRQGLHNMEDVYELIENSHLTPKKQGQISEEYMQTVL
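Competitive HTRF cAMP read-out (cryptate anti-cAMP antibody, cAMP-d2; 30 min, room temperature) in freshly harvested TSHR cells. Compounds added before TSH at EC80 (4nM final), followed by 2 hours' incubation at 37 deg C.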
ELG1 DNA repair: inhibitors of ELG1-dependent DNA repair in HEK293T cells; Potency, µM (series often up to 46.1 µM), inactives show at the top dose activity change, negative = inhibition, usual class: inhibitors; actives 2.3% (n = 330,000); HEK293T ELG1-luciferase reporter, luminescence, 16 h; DNA damage induced by 5-fluorouridine; note: potency is the fitted concentration of half-maximal effect; % is set by controls: 0 for no effect and ±100 for the full control effect; nearly all actives have a fitted effect of over 55% in size
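Cells (2,000 per well) received 5-fluorouridine plus test compound or DMSO and were incubated 16 hr at 37 °C, 5% CO2. Luciferase activity was read by luminescence 30 min after ONE-Glo addition; signal suppression marked inhibition of damage-induced ELG1 function.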
Numbers without * were called inactive; u = inconclusive; x = not tested or not shown; [ ] = another dose, or the depositor's remark. Unless noted, calls come from the whole dose curve; as a rule, active = well fitted curve in the direction sought with a large enough effect; inconclusive = small, poorly fitted or top-dose-only effect, or another doubt; inactive = no such curve, though single readings can be large; an effect the other way counts as inactive or inconclusive.

| item | Molecule | USP2a block | Mito fusion act | TRPV1 agonist | KCNH2 WT inh | Eya2 phos inh | KCNH2 3.1 inh | AT treatment | TCR act | TSHR antag | ELG1 DNA repair |
| --- | --- | --- | --- | --- | --- | --- | --- | --- | --- | --- | --- |
| 1 | CCOC(=O)n1c(=O)oc2cc(S(=O)(=O)N3CCCCC3)ccc21 | -1% | 1% | 3 | -5 | 10% | -3 | 0% | 5%[46.1 µM] | -7 | 7% |
| 2 | C#CC[N+]1(CC#Cc2cccc(C)c2)CCCCC1 | 3% | 0% | -12 | 0 | -6% | -16 | -4% | -1% | 4 | u |
| 3 | O=C(COC(=O)c1ccccc1Oc1ccccc1)NC1CC1 | 3% | -4% | 4 | 1 | -13% | -8 | 1% | 3% | 2 | 5% |
| 4 | COc1ccc(CN2CCCC(CO)(Cc3ccc(F)cc3)C2)cc1C (stereo not drawn) | -3% | -10% | 12 | 49 | 6% | u | 11% | 1% | 4 | -1% |
| 5 | CCCCOC(=O)NCN1C(=O)C2C3C=CC(C3)C2C1=O (stereo not drawn) | 1% | -4% | -3 | 3 | 11% | -3 | 14% | 4% | 9 | -1% |
| 6 | COC(=O)c1c(NC(=O)Cc2ccc(OC)c(S(=O)(=O)N3CCOCC3)c2)sc(C)c1C | -2% | -6% | 0 | -4 | -1% | -2 | 13% | 1% | -1 | u |
| 7 | O=C(N1CCOCC1)C12CC3CC(C1)CC(c1ccccc1)(C3)C2 | -2% | 8% | 23 | -6 | -1% | -13 | -2% | 4% | -6 | -5% |
| 8 | CCOC(=O)C1=CC[C@@H](c2cc3cc(OC)ccc3n2C)N(S(=O)(=O)c2ccc(C)cc2)[C@H]1C(=O)OCC | 2% | x | x | 0 | -11% | -6 | -2% | -1% | 1 | 21% |
| 9 | COc1ccccc1N1CCN(CC(=O)Nc2c(C)n(C)n(-c3ccccc3)c2=O)CC1 | 1% | -3% | 0 | -25 | 17% | x | 0% | 6% | 4 | 11% |
| 10 | O=C(O)CCCCCNC(=O)c1cccc(Br)c1 | 1% | -2% | 2 | 3 | 0% | -3 | -13% | -9% | 1 | 6% |
| 11 | COc1ccc(Cl)cc1NC(=O)C1CCN(C(=O)C2CC(=O)N(c3ccc(C)cc3)C2)CC1 (stereo not drawn) | 0% | -24% | 2 | 5 | -3% | -18 | -5% | 1% | -113* | -26% |
| 12 | CC(C)c1nnc(NC(=O)c2ccc(S(=O)(=O)N3CCOCC3)cc2)s1 | 1% | 0% | 24 | -3 | 3% | 11 | x | 4% | -1 | u |
| 13 | CN1CCN(S(=O)(=O)c2ccc(NC(=O)Nc3cccc(Cl)c3)cc2)CC1 | 0% | 0% | 9 | 12 | -25% | -6 | 7% | 6% | 9 | -5% |
| 14 | CCC(=O)NCCc1nc2ccccc2n1CC | 0% | -2% | 0 | -5 | -20% | -7 | 17% | -2% | -5 | 25% |
| 15 | CCOC(=O)C1CCN(C(=O)COC(=O)c2ccc(=O)n(Cc3ccccc3)n2)CC1 | -10% | -3% | 2 | 6 | -3% | 25 | 4% | -4% | 1 | -12% |
| 16 | Cn1c(CC(=O)Nc2ccc(Cl)c(Cl)c2)nnc1SCC(=O)NCc1ccccc1 | 0% | -4% | -2 | -1 | 4% | 24 | -2% | 6% | 12 | 12% |
| 17 | O=C(CCC1CCCN(C(=O)COc2ccccc2)C1)N1CCN(c2ccccn2)CC1 (stereo not drawn) | 5% | -1% | -3 | 0 | -14% | -14 | -1% | 7% | -21 | 21µM* |
| 18 | CCOc1cccc(-c2c(C(=O)N/N=C(\C)c3cccs3)nnn2-c2nonc2N)c1 | 2% | -1% | 1 | 21 | -2% | 0 | 0% | -1% | 17 | 16µM* |
| 19 | O=C(OCC(=O)N1CCN(c2ccccc2)CC1)c1ccc(O)cc1O | 4% | 3% | -6 | -12 | -13% | 8 | 9% | -2% | 17 | -10% |
| 20 | CC(=O)CCc1ccc(OCCCOc2cccc3cccnc23)cc1 | -1% | -1% | 3 | -11 | -4% | -14 | 9% | x | 1 | -15% |
| 21 | Cc1ccc(C(O)(C(=O)NNc2ccccn2)c2ccc(C)cc2)cc1 | -3% | 2% | 4 | 1 | -2% | 2 | -2% | 6% | 2 | -2% |
| 22 | COc1cccc(NC(=O)Nc2nnc(N3C(C)CCCC3C)s2)c1 (stereo not drawn) | -1% | 6% | 8 | -4 | -6% | 3 | 0% | 3% | 8 | u |

Complete entries from above.
CCOC(=O)C1=CC[C@@H](c2cc3cc(OC)ccc3n2C)N(S(=O)(=O)c2ccc(C)cc2)[C@H]1C(=O)OCC reads USP2a block: 2%; Mito fusion act: x; TRPV1 agonist: x; KCNH2 WT inh: 0; Eya2 phos inh: -11%; KCNH2 3.1 inh: -6; AT treatment: -2%; TCR act: -1%; TSHR antag: 1; ELG1 DNA repair: 21%
COC(=O)c1c(NC(=O)Cc2ccc(OC)c(S(=O)(=O)N3CCOCC3)c2)sc(C)c1C reads USP2a block: -2%; Mito fusion act: -6%; TRPV1 agonist: 0; KCNH2 WT inh: -4; Eya2 phos inh: -1%; KCNH2 3.1 inh: -2; AT treatment: 13%; TCR act: 1%; TSHR antag: -1; ELG1 DNA repair: u

A different layout for some results above:
#7 O=C(N1CCOCC1)C12CC3CC(C1)CC(c1ccccc1)(C3)C2
  USP2a block: -2%; Mito fusion act: 8%; TRPV1 agonist: 23; KCNH2 WT inh: -6; Eya2 phos inh: -1%; KCNH2 3.1 inh: -13; AT treatment: -2%; TCR act: 4%; TSHR antag: -6; ELG1 DNA repair: -5%
#8 CCOC(=O)C1=CC[C@@H](c2cc3cc(OC)ccc3n2C)N(S(=O)(=O)c2ccc(C)cc2)[C@H]1C(=O)OCC
  USP2a block: 2%; Mito fusion act: x; TRPV1 agonist: x; KCNH2 WT inh: 0; Eya2 phos inh: -11%; KCNH2 3.1 inh: -6; AT treatment: -2%; TCR act: -1%; TSHR antag: 1; ELG1 DNA repair: 21%
#9 COc1ccccc1N1CCN(CC(=O)Nc2c(C)n(C)n(-c3ccccc3)c2=O)CC1
  USP2a block: 1%; Mito fusion act: -3%; TRPV1 agonist: 0; KCNH2 WT inh: -25; Eya2 phos inh: 17%; KCNH2 3.1 inh: x; AT treatment: 0%; TCR act: 6%; TSHR antag: 4; ELG1 DNA repair: 11%
#10 O=C(O)CCCCCNC(=O)c1cccc(Br)c1
  USP2a block: 1%; Mito fusion act: -2%; TRPV1 agonist: 2; KCNH2 WT inh: 3; Eya2 phos inh: 0%; KCNH2 3.1 inh: -3; AT treatment: -13%; TCR act: -9%; TSHR antag: 1; ELG1 DNA repair: 6%

Screens deposited in PubChem BioAssay by National Center for Advancing Translational Sciences (NCATS).

These rows are one share of the data, so the mix of outcomes need not match the whole.
